KCC2 mod: modulators of human KCC2 chloride dependent transport. Q9H2X9. KCC2 cells, thallium flux FluoZin-2 fluorescence. B-score of Tl+ flux slope (higher = more flux/activation; lower = inhibition) at 10 µM. 2.2% of 190,000 active. AID 1456;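 active = thallium flux slope and its plate-corrected score both differing from the plate sample mean at a set confidence after two filtering rounds, in either direction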;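 note: slope of fluorescence scaled to starting intensity during 10 to 20 s after thallium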
Target sequence (Q9H2X9 whole entry, looked up): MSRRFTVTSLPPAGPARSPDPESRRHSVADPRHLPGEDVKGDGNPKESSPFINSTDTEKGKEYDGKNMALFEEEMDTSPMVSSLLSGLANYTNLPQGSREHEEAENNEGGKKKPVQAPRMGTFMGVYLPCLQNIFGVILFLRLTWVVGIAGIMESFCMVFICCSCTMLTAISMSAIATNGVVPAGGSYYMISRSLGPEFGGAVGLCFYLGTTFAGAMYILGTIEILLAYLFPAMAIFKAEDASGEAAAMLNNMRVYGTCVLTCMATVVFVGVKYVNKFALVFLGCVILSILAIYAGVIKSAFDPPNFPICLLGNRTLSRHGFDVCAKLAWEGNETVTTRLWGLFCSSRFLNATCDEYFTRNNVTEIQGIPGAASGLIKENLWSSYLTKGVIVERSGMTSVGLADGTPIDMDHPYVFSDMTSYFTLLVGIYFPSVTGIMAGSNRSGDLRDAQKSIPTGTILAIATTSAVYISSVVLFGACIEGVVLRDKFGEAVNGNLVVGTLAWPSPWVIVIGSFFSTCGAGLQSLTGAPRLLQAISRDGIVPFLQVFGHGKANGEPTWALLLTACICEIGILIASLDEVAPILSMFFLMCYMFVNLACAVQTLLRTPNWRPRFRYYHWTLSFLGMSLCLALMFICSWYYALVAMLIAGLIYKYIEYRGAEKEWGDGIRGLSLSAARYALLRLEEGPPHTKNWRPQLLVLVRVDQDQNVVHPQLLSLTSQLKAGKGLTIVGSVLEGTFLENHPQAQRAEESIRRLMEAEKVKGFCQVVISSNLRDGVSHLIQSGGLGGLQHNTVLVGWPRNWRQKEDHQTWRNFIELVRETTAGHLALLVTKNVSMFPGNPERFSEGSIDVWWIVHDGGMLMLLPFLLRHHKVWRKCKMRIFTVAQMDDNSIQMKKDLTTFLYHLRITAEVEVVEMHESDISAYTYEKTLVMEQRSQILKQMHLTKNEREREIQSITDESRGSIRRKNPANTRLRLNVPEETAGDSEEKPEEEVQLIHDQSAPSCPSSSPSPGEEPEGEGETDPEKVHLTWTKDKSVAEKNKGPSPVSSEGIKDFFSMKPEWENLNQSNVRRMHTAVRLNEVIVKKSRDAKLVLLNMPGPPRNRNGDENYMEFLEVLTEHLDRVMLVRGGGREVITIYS
PERK inhibitor: human PERK inhibition, primary cell-based screen; Q9NZJ5; inhibition, % at 5.6 µM; CHO PERK-DD fusion, SEAP luminescence translation reporter; 0.17% of 220,000 active;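 active = inhibition above the mean inhibition of all tested compounds plus 3 SD, set separately per screening campaign, cut at about 2.9% in these data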;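 note: PERK kinase domain activated by AP20187 dimerizer at 100 nM; 0% = DMSO with dimerizer and 100% = rapamycin at 8.4 µM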
EBV gp42 inh: EBV gp42 inhibition. Q1HVG2. inhibition, % (tested at 21.74 µM). AID 1085. 0.42% of 220,000 active. Fluorescence polarization binding assay, mP read-out; in the data active = inhibition above about 50%
m-calpain inh: inhibitors of pig calpain II; 0.37% of 220,000 active; purified calpain II, fluorogenic peptide substrate, 30 min; inhibition, % at 16 µM;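 active = inhibition above about 50%, limit read from the data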
Rad51 HR inh: Rad51 (human) homologous recombination inhibition | Q06609 | inhibition, % at 10 µM | hRad51 DNA strand exchange, fluorescence dequenching | AID 1385 | 0.085% of 200,000 active;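 active = inhibition above 40% at the single screening dose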;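 note: 0% = DMSO control wells and 100% = blanks with heterologous ssDNA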
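Test system – preformed human Rad51 ssDNA filaments · Reagent – Donor/quencher-labelled 47-bp dsDNA substrate · Incubation – 37 °C 15-min filament assembly, 30-min compound preincubation, 15-min exchange · Signal – FRET fluorescence dequenching, excitation 485 nm, emission 520 nm · Read-out – percent inhibition from fluorescence, normalised to plate control and blank means · Benchmarks – plate control and blank wells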
MDM2 E3 inh: inhibitors of human Mdm2 E3 ubiquitin ligase; Q00987; cell-based MDM2 ubiquitination luciferase reporter, 2 h; 0 = plate control, 100 = twice control, blank-subtracted; signal enhancement, % at 5 µM; 0.11% of 210,000 active; AID 1230;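 active = signal enhancement of 30% or more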;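 note: luminescence tracks abundance of the self-degrading MDM2-luciferase fusion protein; higher signal means inhibition of MDM2 E3 ligase activity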
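Assay system: stable mammalian line carrying autodegrading MDM2–luciferase fusion reporter; Input: 2000 cells in each well; Compound dosing: single-point 5 µM; Schedule: 2 h compound exposure at 37 °C; Signal: SteadyLite luciferase luminescence after 15 min room-temperature reagent incubation; Evaluation: % luminescence enhancement versus blank-corrected plate control mean; Benchmarks: plate controls and plate blanks.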
eIF4E 4G PPI: eIF4E/eIF4G interaction inhibition in translation initiation | TR-FRET eIF4E-eIF4GI(517-606) binding, 2 h | AID 782 | inhibition, % at 21.7 µM | 0.37% of 220,000 active | P63073+Q04637;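 active = inhibition above about 30%, limit read from the data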;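 note: 0% = full FRET control wells and 100% = background wells lacking eIF4GI fragment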
TNF death inh: inhibitors of TNF-alpha induced necroptosis in Jurkat FADD-/- cells; Jurkat FADD-/- TNF necroptosis rescue, ATP luminescence, 24 h; 0 = TNF only, 100 = no-TNF cells; activation (protection from cell death), % at 10 µM; 0.068% of 220,000 active; AID 463075;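 active = activation, meaning protection from cell death, of at least 50% relative to plate controls; inactive = activation below 50%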;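 note: necroptosis triggered by 40 ng/mL TNF-alpha added together with compound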
L929 necroptosis: L929 zVAD cell death inhibition; L929 zVAD necroptosis rescue, ATP luminescence, 24 h; with zVAD 60 µM; 0.38% of 220,000 active; viability rescue, % at 10 µM; AID 1377;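 active = activation, scaled between plate controls, above about 75%, limit read from the data; inactive = activation under that limit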;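 note: 0% = zVAD with DMSO and 100% = DMSO alone without zVAD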
The depositor's hits bear a star; . = no result given; [ ] = dose if it differs, or a comment.

SMILES	KCC2 mod	PERK inhibitor	EBV gp42 inh	m-calpain inh	Rad51 HR inh	MDM2 E3 inh	eIF4E 4G PPI	TNF death inh	L929 necroptosis
COc1ccc(-c2nc3ccccc3o2)cc1NC(=O)CSc1ccc(Cl)cc1	-0.62	0.4	-13	-19	-2	-8	5	1.3	0.5
COc1cc(/C=C(\C#N)C(=O)N2CCOCC2)ccc1OCc1ccccc1	-0.19	0.9	-6	1	-7	3	-2	-3.7	2.1
COc1cc(NC(=O)c2ccc([N+](=O)[O-])o2)ccc1NC(=O)c1cccs1	-0.66	0.4	-12	23	5	-2	-5	-19	5.3
C=C(C)C(=O)Nc1cccc(C2=NOC3(C2)C[C@@H](C(N)=O)N(C(=O)CCCCC)C3)c1 (stereo partly specified)	-0.28	.	7	1	9	15	9	1.5	-0.4
C=CCc1cc(Cl)ccc1OCCOCCNC(C)CC (stereo unspecified)	-0.33	0.7	-2	-7	.	-1	4	3.8	-1.0
CC1CC(C)(C)CC2(C1)NC(=O)N(CC(=O)NC1CCCc3ccccc31)C2=O (stereo unspecified)	0.073	-0.6	-14	21	.	-3	-3	-4.3	-0.7
Cc1ccccc1SCC(=O)N1CCN(c2ccc(C(F)(F)F)cn2)CC1	-0.45	0.1	-18	-11	6	-8	-6	2.3	1.4
Cc1ccc(C(=O)O/N=C2\CC3CCC2(C)C3(C)C)cc1 (stereo unspecified)	.	0.3	9	4	-8	-2	5	-1.3	0.6
C=CCn1c(SCc2nc3c(c(=O)[nH]c(=O)n3CCCC)n2CCC)nnc1-c1ccccc1	0.18	-1.2	-22	28	6	-6	-3[fluorescence artefact?]	-4.6	-0.5
Oc1cccc(/C=N/N2CCN(c3ccccn3)CC2)c1	-0.067	1.2	-20	-2	18	-11	-1	-1.0	0.1
O=C(NNc1ccccn1)c1ccccc1CC[N+](=O)[O-]	0.005	0.4	-10	26	2	14	-5	1.2	-0.1
CC(C)NC(=O)CC(=O)N/N=C/c1c(F)cccc1Cl	.	-0.2	-13	-32	0	-2	0	0.0	12
COc1ccc(C(=O)NC2CCCCCC2)cc1S(=O)(=O)N1CCCc2ccccc21	-0.58	-1.9	-13	-34	-4	-9	3	-0.7	-0.1
CN1CCN(Cc2nc3c([nH]2)c(=O)[nH]c(=O)n3C)CC1	0.7	-0.2	-9	7	3	-17	9	-0.1	0.2
COc1ccc(N2C(=O)c3ccccc3S2(=O)=O)cc1	0.0008	0.2	-19	11	14	9	-5	2.3	-0.6
COc1ccc(CNC(=O)c2cnc(C)cn2)c(OC)c1	.	-1.4	-2	12	-2	-20	-1	-4.0	1.0
S=C(Nc1ccccc1Oc1ccccc1)Nc1cccc(Cl)c1Cl	31*	1.4	-10	55*	-7	4	-1	-0.6	1.1
O=C(NCc1cccs1)C1CC(=O)N(c2ccc(F)cc2)C1 (stereo unspecified)	1.1	-0.1	-3	-5	-2	4	4[fluorescence artefact?]	0.7	-0.3
CN(Cc1ncc[nH]1)C(=O)CC1C(=O)NCCN1Cc1c(F)cccc1Cl (stereo unspecified)	0.038	1.7	13	-26	11	7	0	-0.7	-0.5
CCOc1ccc(NC(=O)c2ccccc2SC)cc1	-0.35	1.1	-15	15	0	-5	7	0.1	1.4
O=C(c1ccccn1)N1CCN(C(=O)c2ccccn2)CC1	0.026	2.2	-10	-9	-13	-10	1	-2.2	0.2
Brc1ccc2ncc(Br)cc2c1	-1.2	1.1	1	0	.	4	-1	1.7	1.0
CC(C)(C)NC(=O)NC(=O)CSc1nnc2ccccn12	0.05	0.9	-32	2	-5	2	1	-0.9	0.2
Cc1ccc(OCC(=O)NC(=S)Nc2cccc(C)n2)cc1	8.4*	0.3	-7	16	1	-6	-31	0.4	-0.2
CCCCN1C(=O)C(CC(=O)NCC)SC1=Nc1ccccc1 (stereo unspecified)	0.35	-0.7	13	26	1	-9	0[fluorescence artefact?]	-1.9	-0.2
SMILES	KCC2 mod	PERK inhibitor	EBV gp42 inh	m-calpain inh	Rad51 HR inh	MDM2 E3 inh	eIF4E 4G PPI	TNF death inh	L929 necroptosis
O=C(Nc1nnc(C2CC2)s1)c1ccncc1	0.54	0.5	-36	11	5	10	0[fluorescence artefact?]	0.0	0.0
Cc1ccc(S(=O)(=O)N(CC(=O)NCc2ccco2)Cc2ccccc2F)cc1	-0.98	-1.0	0	1	4	-17	-2	0.7	0.0
CCOC(=O)Cc1csc(NC(=O)COc2ccc(N(C)S(=O)(=O)c3cccs3)cc2)n1	-2.5	0.2	-14	30	-8	-39	5[fluorescence artefact?]	-9.1	0.5
O=S(=O)(c1ccccc1)N1CCN(Cc2cccc(Cl)c2)CC1	-0.62	0.1	-2	-15	0	-14	-3	0.2	0.0
CNc1oc(Cc2ccccc2)nc1S(=O)(=O)c1ccc(Cl)cc1	-1.1	-0.5	7	17	3	-15	-11	0.0	-0.3
CCOC(=O)CC1OC(=O)c2cc3c(cc21)C(=O)OC3CC(=O)OCC (stereo unspecified)	.	2.5	-13	-2	8	-10	2	2.3	0.0
O=C(c1ccc(N2CCCC2=O)cc1)N1CCN(c2ccccc2)CC1	.	-1.1	2	22	2	-4	-4[fluorescence artefact?]	-1.9	0.2
Cc1ccc(S(=O)(=O)Nc2nc(C)c(NC(=O)OCCCl)s2)cc1	.	-0.4	-14	4	.	-16	-2	-0.7	-0.2
O=C(Cc1cccs1)Nc1nncs1	-1.3	0.1	-1	-26	-5	-38	-6	-2.1	-0.2
O=[N+]([O-])c1ccc(-c2ccc(S(=O)(=O)NCCN3CCCC3)cc2)cc1	-0.1	-0.2	-10	35	-2	-17	4	-0.3	-0.4
Cc1cc(Cl)ccc1C(=O)C1CCCN(C(=O)c2n[nH]c3c2CCCC3)C1 (stereo unspecified)	.	0.9	-3	-5	.	0	8	-1.9	0.2
Cc1ccc(NC(=O)CN(C)C(=O)COc2cccc3cccnc23)cc1	.	-0.2	4	-16	8	-4	-2	1.1	0.7
CCOC(=O)CCCNC(=O)CN1C(=O)NC(CCc2ccccc2)C1=O (stereo unspecified)	-0.12	2.0	-29	-19	-8	-19	1	-2.8	0.0
COc1ccc(C(=O)/C(C#N)=N/Nc2ccc([N+](=O)[O-])cc2)cc1	-3.6*	0.3	1	-22	15	-52	10	-11	0.4
CNc1cnn(-c2ccccc2)c(=O)c1Cl	.	-0.1	-14	24	3	-9	-8	-0.2	-0.1
O=C(Nc1cccc(S(=O)(=O)NC2=NCCCCC2)c1)c1cc(-c2ccccc2)nc2ccccc12	0.92	0.0	-2	28	.	-11	6[fluorescence artefact?]	-7.2	0.1
NC(=O)c1ccsc1NC(=O)CSc1ccccc1F	-0.43	0.4	-17	-5	1	-24	6	-2.1	-0.3
CCN(CC)CCCNC(=O)c1cn(C)c2ccc(S(=O)(=O)N(C)C)cc2c1=O	-0.68	2.3	-12	-3	-2	-12	9[fluorescence artefact?]	0.2	0.3
CCN(CC)C(=O)CNc1ccc(C(F)(F)F)cc1[N+](=O)[O-]	0.14	0.3	2	-24	6	-9	3	0.8	0.0
O=C(Nc1ccccc1C(=O)NC(Cc1ccccc1)C(=O)NC1CCCCCC1)c1ccccc1 (stereo unspecified)	1.1	1.6	-13	-16	-2	-14	4	-7.8	0.1
CCOC(=O)CSc1ccc(-c2nc3cc(C)c(C)cc3[nH]2)cn1	1.1	0.1	1	-29	-6	-26	2	0.4	-0.1

Exported with two lines to a compound: 11 of the compounds above.
Values run as follows: KCC2 mod | PERK inhibitor | EBV gp42 inh | m-calpain inh | Rad51 HR inh | MDM2 E3 inh | eIF4E 4G PPI | TNF death inh | L929 necroptosis
Cc1cc(Cl)ccc1C(=O)C1CCCN(C(=O)c2n[nH]c3c2CCCC3)C1 (stereo unspecified)
 : . | 0.9 | -3 | -5 | . | 0 | 8 | -1.9 | 0.2
Cc1ccc(NC(=O)CN(C)C(=O)COc2cccc3cccnc23)cc1
 : . | -0.2 | 4 | -16 | 8 | -4 | -2 | 1.1 | 0.7
CCOC(=O)CCCNC(=O)CN1C(=O)NC(CCc2ccccc2)C1=O (stereo unspecified)
 : -0.12 | 2.0 | -29 | -19 | -8 | -19 | 1 | -2.8 | 0.0
COc1ccc(C(=O)/C(C#N)=N/Nc2ccc([N+](=O)[O-])cc2)cc1
 : -3.6* | 0.3 | 1 | -22 | 15 | -52 | 10 | -11 | 0.4
CNc1cnn(-c2ccccc2)c(=O)c1Cl
 : . | -0.1 | -14 | 24 | 3 | -9 | -8 | -0.2 | -0.1
O=C(Nc1cccc(S(=O)(=O)NC2=NCCCCC2)c1)c1cc(-c2ccccc2)nc2ccccc12
 : 0.92 | 0.0 | -2 | 28 | . | -11 | 6[fluorescence artefact?] | -7.2 | 0.1
NC(=O)c1ccsc1NC(=O)CSc1ccccc1F
 : -0.43 | 0.4 | -17 | -5 | 1 | -24 | 6 | -2.1 | -0.3
CCN(CC)CCCNC(=O)c1cn(C)c2ccc(S(=O)(=O)N(C)C)cc2c1=O
 : -0.68 | 2.3 | -12 | -3 | -2 | -12 | 9[fluorescence artefact?] | 0.2 | 0.3
CCN(CC)C(=O)CNc1ccc(C(F)(F)F)cc1[N+](=O)[O-]
 : 0.14 | 0.3 | 2 | -24 | 6 | -9 | 3 | 0.8 | 0.0
O=C(Nc1ccccc1C(=O)NC(Cc1ccccc1)C(=O)NC1CCCCCC1)c1ccccc1 (stereo unspecified)
 : 1.1 | 1.6 | -13 | -16 | -2 | -14 | 4 | -7.8 | 0.1
CCOC(=O)CSc1ccc(-c2nc3cc(C)c(C)cc3[nH]2)cn1
 : 1.1 | 0.1 | 1 | -29 | -6 | -26 | 2 | 0.4 | -0.1

Complete entries from above. Order of screens: KCC2 mod	PERK inhibitor	EBV gp42 inh	m-calpain inh	Rad51 HR inh	MDM2 E3 inh	eIF4E 4G PPI	TNF death inh	L929 necroptosis
`O=C(Nc1nnc(C2CC2)s1)c1ccncc1` is listed as 0.54	0.5	-36	11	5	10	0[fluorescence artefact?]	0.0	0.0
`CNc1cnn(-c2ccccc2)c(=O)c1Cl` is listed as .	-0.1	-14	24	3	-9	-8	-0.2	-0.1
`Cc1ccc(NC(=O)CN(C)C(=O)COc2cccc3cccnc23)cc1` is listed as .	-0.2	4	-16	8	-4	-2	1.1	0.7

Compounds as they come; 3.6% or so of the library scored in one or more.
